Mdm2-MdmX inh – human Mdm2/MdmX binding inhibition; inhibition, % at 8 µM; SaOS-2 split-luciferase Mdm2/MdmX complementation, luminescence; AID 485346; O15151+Q00987; hit rate 3% among 330,000;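 active = inhibition of at least 50% at 8 µM in the primary screen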
Target sequence (O15151 whole entry, looked up): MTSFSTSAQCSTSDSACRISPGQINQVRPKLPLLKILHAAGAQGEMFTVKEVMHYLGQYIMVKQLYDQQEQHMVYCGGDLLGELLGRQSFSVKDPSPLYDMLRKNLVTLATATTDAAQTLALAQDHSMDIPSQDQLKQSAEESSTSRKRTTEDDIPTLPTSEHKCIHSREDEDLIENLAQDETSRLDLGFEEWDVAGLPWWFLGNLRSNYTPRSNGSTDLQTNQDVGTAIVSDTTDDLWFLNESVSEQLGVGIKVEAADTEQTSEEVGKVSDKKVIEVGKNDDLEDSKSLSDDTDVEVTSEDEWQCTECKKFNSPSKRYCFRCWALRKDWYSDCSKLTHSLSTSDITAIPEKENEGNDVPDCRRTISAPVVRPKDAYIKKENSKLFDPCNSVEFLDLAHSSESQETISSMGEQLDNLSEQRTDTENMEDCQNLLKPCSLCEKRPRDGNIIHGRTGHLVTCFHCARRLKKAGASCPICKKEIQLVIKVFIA
Target sequence (Q00987 whole entry, looked up): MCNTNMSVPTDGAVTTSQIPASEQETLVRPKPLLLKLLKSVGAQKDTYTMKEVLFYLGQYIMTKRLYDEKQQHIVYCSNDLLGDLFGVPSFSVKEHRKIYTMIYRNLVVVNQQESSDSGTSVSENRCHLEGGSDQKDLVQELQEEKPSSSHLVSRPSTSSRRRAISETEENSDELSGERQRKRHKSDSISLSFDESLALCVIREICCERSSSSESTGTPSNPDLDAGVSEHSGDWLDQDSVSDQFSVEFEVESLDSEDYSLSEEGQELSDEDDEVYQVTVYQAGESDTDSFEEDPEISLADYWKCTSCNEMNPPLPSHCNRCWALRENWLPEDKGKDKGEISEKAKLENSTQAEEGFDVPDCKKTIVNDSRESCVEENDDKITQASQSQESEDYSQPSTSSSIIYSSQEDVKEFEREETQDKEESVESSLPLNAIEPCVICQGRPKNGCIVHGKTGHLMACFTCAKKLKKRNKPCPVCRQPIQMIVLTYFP
697 NFkB inh – inhibitors of the PMA/ionomycin-induced NF-kB reporter in 697 B cells; 697 B-cell NF-kB luciferase reporter, 16 h; inhibition, % at 4 µM; hit rate 0.33% among 330,000; in the data active = inhibition above about 35%
tim10-1 inh – growth inhibitors of tim10-1 mutant yeast; S. cerevisiae tim10-1 ts strain growth, BacTiter-Glo, 24 h; inhibition, % at 20 µM; hit rate 2.2% among 330,000; AID 463190;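 active = inhibition of at least 40%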;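 note: mutant grown at 25 °C; 0% = DMSO wells with yeast and 100% = wells holding no yeast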
XBP1 UPR activ – activators of adaptive arm of unfolded protein response (XBP1); CHO-XBP1 luciferase reporter, IRE1-XBP1 UPR activation, luminescence; percent of tunicamycin response, DMSO as zero; activation, % at 20 µM; hit rate 0.33% among 330,000;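 active = versus positive control, 20 µM dose yields 30% or more activation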;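 note: 100% = tunicamycin at 10 µg/mL and 0% = DMSO only wells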
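Assay system: IRE1-XBP1 luciferase reporter CHO line. Input: 1000 cells/well. Buffer or medium: F12 with 10% serum. Doses: 20 µM, 1% DMSO. Times: overnight seeding at 37 °C, 6 h compound treatment at 37 °C. Technique: Steady-Glo luciferase glow luminescence, 10 min after reagent addition.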
TIM10 inh – TIM10 yeast growth inhibition; inhibition, % at 10 µM; S. cerevisiae TIM10 strain growth, BacTiter-Glo luminescence, 24 h; hit rate 1.4% among 330,000;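 active = inhibition of 40% or more at the single tested concentration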;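 note: wild-type TIM10 isogenic control strain grown at permissive 25 °C; 0% = DMSO yeast wells and 100% = minimal medium wells without yeast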
CHOP UPR activ – apoptotic UPR (CHOP) activation; activation, % at 10 µM; CHO-CHOP luciferase reporter, luminescence; percent of tunicamycin response over DMSO baseline; hit rate 0.34% among 330,000;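 active = at 10 µM dose, activation of 40% or more, normalized to positive control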;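 note: 100% = tunicamycin at 10 µg/mL and 0% = DMSO alone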
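Material: CHO-CHOP cells, stable luciferase reporter of PERK-eIF2a-CHOP signalling; quantity: 500 reporter cells seeded per well; buffer or medium: F12 medium containing 10% fetal bovine serum; compound: one dose, 10 µM in 0.5% DMSO; incubation: 6 h compound treatment, 37 °C; measured by: Steady-Glo luciferase luminescence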
tim23-1 inh – tim23-1 yeast growth inhibition | AID 463212 | inhibition, % at 20 µM | hit rate 1.3% among 330,000 | S. cerevisiae tim23-1 growth, BacTiter-Glo luminescence, 24 h;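 active = growth inhibition of the mutant yeast at or above 50%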;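 note: temperature-sensitive mutant grown at 25 °C; plate controls were DMSO-treated mutant yeast for no effect and medium wells lacking yeast for full effect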
Jurkat NFkB inh – lowers PMA/ionomycin-induced NF-kB signal in Jurkat cells | inhibition, % at 4 µM | PMA/ionomycin-induced NF-kB luciferase reporter, luminescence | hit rate 0.53% among 330,000; in the data active = inhibition above about 50%
Starred values were filed as active, the others as inactive.

Start of the data: the first 2 entries, ahead of the listing:
SMILES	Mdm2-MdmX inh	697 NFkB inh	tim10-1 inh	XBP1 UPR activ	TIM10 inh	CHOP UPR activ	tim23-1 inh	Jurkat NFkB inh
CCOc1ccc(-c2cccc(NS(=O)(=O)c3cc([N+](=O)[O-])ccc3Cl)c2)nn1	7	-23	5	-1	9	1.8	14	-3
COC(=O)C1=C(C(=O)OC)[C@@H]2N(C)c3ccccc3[C@@]23C[C@@H](C(=O)OC)N(C(=O)C2CCC2)C3=N1	13	1	20	0	14	1.4	18	16

All compounds of this part (from the top)
SMILES	Mdm2-MdmX inh	697 NFkB inh	tim10-1 inh	XBP1 UPR activ	TIM10 inh	CHOP UPR activ	tim23-1 inh	Jurkat NFkB inh
CCOc1ccc(-c2cccc(NS(=O)(=O)c3cc([N+](=O)[O-])ccc3Cl)c2)nn1	7	-23	5	-1	9	1.8	14	-3
COC(=O)C1=C(C(=O)OC)[C@@H]2N(C)c3ccccc3[C@@]23C[C@@H](C(=O)OC)N(C(=O)C2CCC2)C3=N1	13	1	20	0	14	1.4	18	16
Cc1cc(NC(=O)c2ccccc2C)n(-c2cccc(F)c2)n1	6	7	26	-1	12	0.2	18	-19
CC1=C(C(=O)OCC2CCCO2)C(c2coc3ccc(Cl)cc3c2=O)C2=C(CCCC2=O)N1 (stereo not drawn)	18	19	20	2	13	4.4	11	13
Cc1cc(NC(=O)CCC(=O)N(Cc2ccco2)C2(C(=O)NC3CCCC3)CCCCC2)no1	9	4	11	-2	-10	1.1	12	-11
Cc1ccc(CN2CCN(Cc3nc4ccccc4nc3C)CC2CCO)cc1 (stereo not drawn)	9	18	-6	-2	-7	-0.9	7	3
COc1ccc(-c2csc(N(CCCN(C)C)C(=O)c3ccccc3C)n2)cc1	50	-45	28	1	10	-2.7	29	-31
COc1ccc(O[C@H]2C=C[C@@H](c3ccccc3)O[C@@H]2CO/N=C(\C)CCN2CCc3nc(-c4ccccc4)c(-c4ccccc4)cc3C2)cc1	16	-4	19	4	14	1.6	21	11
CC(=O)Oc1cccc(N2C(=O)c3ccc(C(=O)O)cc3C2=O)c1	-5	10	-1	0	12	1.3	8	11
CN1CCN(CC#CCn2c3ccccc3c3ccccc32)CC1	21	-16	22	1	38	1.5	17	3
O=C(CN(C(=O)CCC(=O)Nc1nccs1)c1ccccc1F)NCC1CCCO1 (stereo not drawn)	14	11	2	-2	5	-0.6	-9	1
CC(=O)c1ccc(OCC(=O)NCC(c2ccco2)N2CCCCC2)cc1 (stereo not drawn)	-3	9	-3	-3	-2	-1.5	0	0
COc1ccc(NS(=O)(=O)c2cc(NC(=O)c3ccc(Cl)cc3)ccc2N2CCOCC2)cc1	82*	-89	18	-4	-1	1.4	4	42
CCOc1ccccc1CNC(=O)C1CCCN(c2nnc(C)c3c(C)n(-c4ccccc4)nc23)C1 (stereo not drawn)	90*	-42	6	14	3	6.8	9	-4
C/C(=N\NC(=O)Cc1ccc(O)cc1)c1cccnc1	10	10	-1	-2	-1	-1.6	-5	0
Cc1ccccc1NC(=O)C1=CC=CN2CCS(=O)(=O)N=C12	8	14	-15	-3	6	0.7	-8	-9
O=C(NCCCNC(=O)c1cnccn1)c1ccc(Cl)cc1	12	8	-11	-2	-4	1.6	-3	17
CCC(C)[C@@H](C(=O)NCC1CCC(C(=O)O)CC1)n1nnc2ccccc2c1=O (stereo partly drawn)	-15	-6	-11	-1	-12	-1.6	-10	-1
Cc1cccc(C(=O)OCC(=O)NCC(C)C)c1O	-10	22	2	6	7	1.2	12	7
CN(CC1CCCN(CCc2ccc(F)cc2)C1)C(=O)CCC(N)=O (stereo not drawn)	3	2	-13	-2	-4	0.5	-14	2

Part of the list above, in markdown.
| canonical_smiles | Mdm2-MdmX inh | 697 NFkB inh | tim10-1 inh | XBP1 UPR activ | TIM10 inh | CHOP UPR activ | tim23-1 inh | Jurkat NFkB inh |
| --- | --- | --- | --- | --- | --- | --- | --- | --- |
| CCOc1ccccc1CNC(=O)C1CCCN(c2nnc(C)c3c(C)n(-c4ccccc4)nc23)C1 (stereo not drawn) | 90* | -42 | 6 | 14 | 3 | 6.8 | 9 | -4 |
| C/C(=N\NC(=O)Cc1ccc(O)cc1)c1cccnc1 | 10 | 10 | -1 | -2 | -1 | -1.6 | -5 | 0 |
| COC(=O)C1=C(C(=O)OC)[C@@H]2N(C)c3ccccc3[C@@]23C[C@@H](C(=O)OC)N(C(=O)C2CCC2)C3=N1 | 13 | 1 | 20 | 0 | 14 | 1.4 | 18 | 16 |
| COc1ccc(-c2csc(N(CCCN(C)C)C(=O)c3ccccc3C)n2)cc1 | 50 | -45 | 28 | 1 | 10 | -2.7 | 29 | -31 |

(list continues)
SMILES	Mdm2-MdmX inh	697 NFkB inh	tim10-1 inh	XBP1 UPR activ	TIM10 inh	CHOP UPR activ	tim23-1 inh	Jurkat NFkB inh
N#CC(C#N)=C(N)Nc1cccc(Cl)c1	23	8	-15	0	-3	0.9	-16	4
Cc1cc(C)c2cc(C(c3nnnn3CC3CCCO3)N3CCN4CCCC4C3)c(=O)[nH]c2c1 (stereo not drawn)	15	14	-8	3	-15	0.1	5	10
CCN(C(=O)c1c(N)cnn1C)c1ccccc1	25	3	5	-2	12	2.1	-8	1
CN(C)CCOc1ccc(/C(=C(/CCCl)c2ccccc2)c2ccccc2)cc1	3	12	13	-4	12	0.1	11	-4
CCc1cc(=O)oc2cc(OCC(=O)NCCN3CCOCC3)c(Cl)cc12	-12	-4	-4	-4	-4	-1.1	11	-13
Cn1cccc1C(=O)OCC(=O)NC1CCS(=O)(=O)C1 (stereo not drawn)	14	12	-14	-2	3	-2.0	-4	-4
COc1ccc(Cl)cc1-c1nc(-c2ccc(NC(=O)c3ccncc3)cc2)no1	6	-24	26	0	7	-1.4	5	3
Cc1ccc(SCC(=O)c2sc(-c3ccccc3)nc2C)cc1	-5	-17	1	-3	1	-1.7	12	0
CCCCCc1c(O)nc(SCCN(C)C)[nH]c1=O	-2	18	5	0	1	0.5	1	-13
CC(C)OCCCNC(=O)Cn1ccc2cc(S(=O)(=O)N3CCCCCC3)ccc21	8	0	2	-3	-4	0.8	-1	-3
O=C(NCC(NS(=O)(=O)OCC(Cl)(Cl)Cl)c1ccccc1)C(F)(F)F (stereo not drawn)	15	3	-1	0	0	-1.1	1	4
CC1(O)C(=O)C=C2C=C(c3ccsc3)OC=C2C1=O (stereo not drawn)	7	-7	-6	-3	-1	-0.6	12	-11
Cc1cc(C)n(-c2nc3ccccc3nc2N2CCCC2)n1	-4	20	22	1	6	0.4	8	3
CCCn1nc(C(=O)OCC(=O)Nc2ccc(C)cc2)c2ccccc2c1=O	15	4	-28	-2	-25	0.1	6	9
COc1ccc(C)cc1CN1C(=O)c2ccccc2C1=O	5	-8	8	3	-10	-0.8	13	-12
CN1C(=O)CSc2ccc(C(=O)O)cc21	4	0	19	1	2	-2.7	6	10
O=C(CC1=NCCNC(c2ccccc2)C1)c1ccccc1O (stereo not drawn)	-61	-29	34	0	18	-1.4	10	-16
COc1ccc(C2(C)NC(=O)N(CC(=O)Nc3cccnc3Cl)C2=O)cc1 (stereo not drawn)	-11	-3	-15	-3	-7	-0.9	-6	-4
Cc1c(C)n(Cc2ccccc2)c2ncnc(NCCCN(C)C)c12	-7	-2	-4	0	14	2.7	-15	-30
CSCC[C@H](NC(=O)OC(C)(C)C)C(=O)N/N=C/c1cccc2cccnc12	-15	-19	-4	-2	-1	-1.1	17	0
CCNCc1cc(Cl)c(OCc2ccccc2)c(OCC)c1	38	-3	12	-2	13	1.9	2	4
CCn1cc(C(=O)NCc2ccccn2)c(=O)c2cc(F)c(N3CCN(C)CC3)cc21	23	-5	12	-2	1	-1.0	13	-9
CC(=O)Nc1nc(C)c(C(C)=O)s1	0	-25	2	-1	-10	0.6	1	-8
O=C(O)CCC(=O)Nc1ccc(NC(=O)c2ccc(Cl)cc2Cl)c(Cl)c1	-7	14	5	-3	3	11	-4	-4
C[n+]1ccc(/C=N/Nc2nc(Cl)c(C#N)c(Cl)c2Cl)cc1	23	0	0	-2	-13	0.4	6	-3
CCOc1ccc(C(C(=O)NC2CCCCC2)N(CCOC)C(=O)c2snc(C(N)=O)c2N)cc1 (stereo not drawn)	7	-1	2	-4	0	2.4	2	-7
Cn1c(=O)[nH]c(=O)c2c1nc(N1CCCCC1)n2CCSc1nc2ccccc2o1	2	-33	11	3	5	-1.3	4	-13
O=C(c1cccs1)N1N=C(c2ccc(O)cc2)CC1c1ccccc1 (stereo not drawn)	-4	-9	25	0	6	1.7	23	-11
CCc1nc(SCC(=O)Nc2nccs2)c2oc3ccccc3c2n1	14	-43	7	21	-10	-1.0	-6	12
O=C(CSCc1c(F)cccc1Cl)NCc1ccco1	11	0	2	1	-9	1.7	4	-7
Cc1ccc(S(=O)(=O)N2CCCC2CNC(=O)c2ccc3c(c2)OCO3)cc1 (stereo not drawn)	23	16	3	-2	-15	0.3	15	38
Cc1cc(=O)n2nc(N3CCCC3C(=O)Nc3ccccc3C)sc2n1 (stereo not drawn)	-14	-15	-9	0	-7	-1.5	-2	2
O=C1[C@H]2C(c3ccccc3)=NN(c3ccccc3)[C@H]2C(=O)N1c1ccccc1	9	4	37	-2	49*	2.7	44	8
Cc1cccc(/C=N/NC(=O)C2CCCNC2=O)c1 (stereo not drawn)	-16	-15	15	2	14	0.5	7	4
COc1ccc(S(=O)(=O)NC2CC3CCC2C3)cc1Br (stereo not drawn)	-17	12	-83	-2	-155	14	14	14
CCn1c(C)nc2c1C(=O)c1ccccc1C2=O	-20	-4	19	1	15	-3.2	30	-13
CCOC(=O)c1c(NC(=O)Cn2nc(C(F)F)cc2C(F)F)sc(C)c1C	22	2	24	-2	24	-1.6	13	-8
CC(C)c1cccc(C(C)C)c1NC(=O)COC(=O)[C@H](C)NC(N)=O	17	25	8	1	3	2.1	13	-2
S=c1[nH]nc(COc2ccc(Cl)cc2)o1	3	10	2	-2	-6	1.0	0	-8
COc1ccc(-n2c(=O)c3ccccc3n(CC(=O)Nc3cc(C)on3)c2=O)cc1OC	4	9	5	1	4	2.2	14	12
O=C(COC(=O)c1ccc(O)cc1)Nc1ccc2c(c1)OCCO2	-44	3	-2	-1	3	3.7	6	-16
O=c1c(-c2cccc([N+](=O)[O-])c2)[n+]([O-])c2ccccc2n1O	11	4	-6	-4	-6	-0.6	11	3
O=C(NCc1cc(C(F)(F)F)ccc1Cl)c1cccc2c1C(=O)c1ccc(N3CCC(Cc4ccccc4)CC3)cc1S2(=O)=O	45	15	6	-3	-2	-1.4	-1	8
Cc1ccc(Cn2c(SCC(=O)NCc3ccco3)nc3ccsc3c2=O)cc1	-9	0	31	-1	12	5.1	17	19
CC(=O)c1sc(NC(=O)C2CC(=O)N(Cc3ccccc3)C2)nc1-c1ccccc1 (stereo not drawn)	15	-18	-9	0	9	0.8	-7	8
CN(C)c1ccc(N2C(=NC(=O)c3ccccc3)SC3CS(=O)(=O)CC32)cc1 (stereo not drawn)	31	-18	23	-3	6	1.2	19	0
O=S(=O)(c1ccc(F)cc1)N1CC2CCCN2c2ccc(C(F)(F)F)cc21 (stereo not drawn)	-8	5	24	0	4	3.1	26	0
O=[n+]1c2c(n([O-])c3c1CCCC3)CCCCC2	4	10	-5	-1	4	-0.2	10	-9
CCCCNC(=O)C1CCC(CNS(=O)(=O)c2c(C)cc(C)cc2C)CC1 (stereo not drawn)	1	-7	19	-3	-1	0.9	3	-8
O=C(/C=C/c1c(Cl)nc2ccccn12)N1CCN(c2ccccc2F)CC1	-13	9	46*	5	32	-2.6	41	-11
Cc1ccc(NC(=O)c2c(C)noc2C)cc1	8	13	-19	-3	1	-3.1	-8	6
COc1cc(OC)c(OC)cc1/C=N/n1c(C)nc2ccccc2c1=O	33	3	15	2	8	0.1	15	14
COc1ccccc1CNC(=O)CSc1ccc(-c2ccncc2)nn1	14	-4	6	-2	0	-0.9	2	1
COc1ccccc1OCc1nc(C#N)c(NCc2ccco2)o1	5	11	17	0	16	-0.4	7	-3
CCOC(=O)c1ccc(NC(=O)CNS(=O)(=O)c2ccccc2)cc1	-6	-4	4	-2	-3	2.2	22	-11

From PubChem
